LYP inh 2: blocks human PTPN22 phosphatase activity. recombinant LYP catalytic domain, DiFMUP fluorescence. actives 0.21% (n = 96,000). inhibition, % at 2 µM;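 active = inhibition at 2 µM at or above a set limit, the screen mean plus 3 SD, cut at about 24% in these data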;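 also: 0% = DMSO with enzyme and 100% = enzyme fully blocked by orthovanadate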
PTK2B oligo ant: blocks oligomerization of human Pyk2 in cells | Q293 cells, Pyk2 FERM NanoBiT luminescence; active compounds read low | z-score (the deposit names both 25 µM and 10 µM) | actives 0.83% (n = 99,000);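 active = Z-score of -3 or lower, scaled per plate to the spread of control and sample wells; inactive = z-score above -3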;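 also: negative z-score means lost luminescence so less FERM oligomerization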
LYP act: LYP (human) phosphatase activation. Q9Y2R2. recombinant LYP, DiFMUP fluorescence; 0 = plate median, 100 = signal doubled. activation, % at 2 µM. actives 0.11% (n = 96,000);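 active = activation at 2 µM above a set limit, the mean plus 5 SD, cut at about 37% in these data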
FAK blocker: FAK (human) kinase inhibition | biochemical FAK kinase activity assay | inhibition, %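 (tested at 7 µM)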 | actives 0.84% (n = 97,000) | AID 727; in the data active = inhibition above about 19%;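 also: 0% = DMSO and 100% = reference compound high control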
HIV Rev-RRE inh: HIV Rev-RRE protein-RNA interaction inhibition; Rev peptide-RRE RNA binding, FRET; inhibition, % at 8 µM; actives 0.79% (n = 97,000);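 active = inhibition above the screen-wide mean plus 3 SD, cut at about 35% in these data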;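 also: 0% = median DMSO wells and 100% = median Neomycin B control wells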
Target sequence (P05866 whole entry, looked up): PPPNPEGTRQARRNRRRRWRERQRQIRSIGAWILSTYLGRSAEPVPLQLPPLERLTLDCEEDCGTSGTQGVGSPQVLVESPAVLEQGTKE
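Material: labelled RRE RNA duplex and labelled Rev peptide / Buffer or medium: HEPES pH 7.5 salt buffer with EDTA / Compound dosing: single point, 8 µM final nominal compound concentration / Benchmarks: DMSO low control, neomycin B high control / Timing: 5 min preincubation and 15 min binding, 25 °C / Technique: FRET fluorescence readout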
cytoskel mod: modifiers of cytoskeleton assembly | HUVEC TNFa F-actin phalloidin imaging, high content | inhibition, % at 2 µM | actives 0.18% (n = 91,000) | AID 836;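 active = inhibition above the batch mean plus 3 SD and confirmed as a hit by visual image inspection, cut at about 30% in these data, passing the limit was not always enough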; also: strong numbers were not always called active
EphB4 antag: antagonists of human EphB4-ephrin-B2 interaction. P54760. actives 0.15% (n = 97,000). EphB4 LBD / TNYL-RAW-Alexa532 peptide, fluorescence polarization. AID 720. inhibition, % at 7 µM;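 active = inhibition above the screen-wide mean inhibition plus 3 SD, cut at about 15% in these data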;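 also: 0% = DMSO wells and 100% = excess unlabeled TNYL-RAW peptide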
Target sequence (P54760 whole entry, looked up, the tested form may be a part): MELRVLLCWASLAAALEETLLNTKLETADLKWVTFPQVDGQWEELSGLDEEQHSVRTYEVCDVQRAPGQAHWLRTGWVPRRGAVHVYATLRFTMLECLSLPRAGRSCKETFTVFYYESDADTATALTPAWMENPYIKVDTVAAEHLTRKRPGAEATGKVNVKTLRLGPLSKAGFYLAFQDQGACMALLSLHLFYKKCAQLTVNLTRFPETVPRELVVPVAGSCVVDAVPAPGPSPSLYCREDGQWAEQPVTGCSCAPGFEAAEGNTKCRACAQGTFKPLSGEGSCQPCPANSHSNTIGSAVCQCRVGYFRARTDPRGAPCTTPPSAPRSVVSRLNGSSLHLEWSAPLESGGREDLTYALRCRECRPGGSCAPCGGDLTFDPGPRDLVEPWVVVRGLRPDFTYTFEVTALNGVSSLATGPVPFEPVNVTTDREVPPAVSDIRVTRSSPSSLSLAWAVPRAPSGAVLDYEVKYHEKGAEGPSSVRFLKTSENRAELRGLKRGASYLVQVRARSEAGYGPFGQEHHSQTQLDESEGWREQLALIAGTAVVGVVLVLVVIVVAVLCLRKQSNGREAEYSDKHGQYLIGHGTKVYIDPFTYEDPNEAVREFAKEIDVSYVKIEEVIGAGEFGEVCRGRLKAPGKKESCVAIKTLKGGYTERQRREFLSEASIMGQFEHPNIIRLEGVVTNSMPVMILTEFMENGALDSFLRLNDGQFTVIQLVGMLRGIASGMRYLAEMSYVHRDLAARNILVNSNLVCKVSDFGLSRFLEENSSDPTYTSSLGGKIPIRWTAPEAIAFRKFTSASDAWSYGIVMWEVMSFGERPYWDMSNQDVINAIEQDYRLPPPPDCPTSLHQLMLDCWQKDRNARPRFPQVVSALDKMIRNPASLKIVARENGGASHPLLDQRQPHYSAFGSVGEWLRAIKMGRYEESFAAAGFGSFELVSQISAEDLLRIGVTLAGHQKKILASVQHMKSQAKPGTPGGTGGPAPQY
Plk1 PBD FP: blocks phosphopeptide binding to human Plk1 polo box domain; Plk1 PBD phosphopeptide binding, fluorescence polarization; inhibition, %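 (tested at about 20 µM)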; actives 0.13% (n = 97,000); AID 693; in the data active = inhibition above about 34%, passing the limit was not always enough
PLK1 inh: PLK1 (human) kinase inhibition; P53350; recombinant PLK1 kinase, TR-FRET peptide phosphorylation; inhibition, % at 10 µM; actives 0.53% (n = 97,000); AID 619;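 active = inhibition of 50% or more in the single-concentration screen; inactive = inhibition below 50%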;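 also: 0% = DMSO max control and 100% = H-89 dihydrochloride min control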
Starred values were filed as active, the others as inactive.

The first seven entries (preview)
`Nc1c(C(=O)NCc2ccco2)c2nc3ccccc3nc2n1CCc1ccccc1F` gave LYP inh 2 25*, PTK2B oligo ant -2.9, LYP act -25, FAK blocker 8, HIV Rev-RRE inh 15, cytoskel mod -10, EphB4 antag -1, Plk1 PBD FP 8 and PLK1 inh 24.
`CCN1CCN(C(=O)c2ccccc2N(C)S(=O)(=O)c2ccc(C)cc2)CC1` gave LYP inh 2 17, PTK2B oligo ant 0.93, LYP act -14, FAK blocker -2, HIV Rev-RRE inh -3, cytoskel mod -5, EphB4 antag 7, Plk1 PBD FP -10 and PLK1 inh -5.
For CC(=O)c1cccc(N=C2NC(=O)CS2)c1 the results were LYP inh 2 0, PTK2B oligo ant -0.25, LYP act 1, FAK blocker -2, HIV Rev-RRE inh 8, cytoskel mod 22, EphB4 antag -4, Plk1 PBD FP -2 and PLK1 inh -2.
O=C(c1c(F)cccc1F)N1CCN(c2ncccn2)CC1 was read as LYP inh 2 1, PTK2B oligo ant 2.4, LYP act 2, FAK blocker 0, HIV Rev-RRE inh 7, cytoskel mod -1, EphB4 antag 1, Plk1 PBD FP 25 and PLK1 inh -14.
For COc1ccccc1C(=O)NNC1=C(C(=O)C(F)(F)F)CCC1 the results were LYP inh 2 -15, PTK2B oligo ant -0.92, LYP act 19, FAK blocker -1, HIV Rev-RRE inh 5, cytoskel mod -27, EphB4 antag 6, Plk1 PBD FP -18 and PLK1 inh -15.
For CCOC(=O)CCCNC(=O)COC(=O)c1ccc(O)cc1 the results were LYP inh 2 4, PTK2B oligo ant 0.64, LYP act -4, FAK blocker 0, HIV Rev-RRE inh 6, cytoskel mod -15, EphB4 antag -2, Plk1 PBD FP -40 and PLK1 inh -9.
For Cc1ccc(NC(=O)C2C(=O)N(CCO)C3(C)CC2c2ccccc2O3)cc1 (stereo not given) the results were LYP inh 2 -6, PTK2B oligo ant -0.65, LYP act 10, FAK blocker 0, HIV Rev-RRE inh -3, cytoskel mod -5, EphB4 antag -6, Plk1 PBD FP -8 and PLK1 inh -4.

Results, from the first entry:
`Nc1c(C(=O)NCc2ccco2)c2nc3ccccc3nc2n1CCc1ccccc1F` gave LYP inh 2 25*, PTK2B oligo ant -2.9, LYP act -25, FAK blocker 8, HIV Rev-RRE inh 15, cytoskel mod -10, EphB4 antag -1, Plk1 PBD FP 8 and PLK1 inh 24.
`CCN1CCN(C(=O)c2ccccc2N(C)S(=O)(=O)c2ccc(C)cc2)CC1` gave LYP inh 2 17, PTK2B oligo ant 0.93, LYP act -14, FAK blocker -2, HIV Rev-RRE inh -3, cytoskel mod -5, EphB4 antag 7, Plk1 PBD FP -10 and PLK1 inh -5.
For CC(=O)c1cccc(N=C2NC(=O)CS2)c1 the results were LYP inh 2 0, PTK2B oligo ant -0.25, LYP act 1, FAK blocker -2, HIV Rev-RRE inh 8, cytoskel mod 22, EphB4 antag -4, Plk1 PBD FP -2 and PLK1 inh -2.
O=C(c1c(F)cccc1F)N1CCN(c2ncccn2)CC1 was read as LYP inh 2 1, PTK2B oligo ant 2.4, LYP act 2, FAK blocker 0, HIV Rev-RRE inh 7, cytoskel mod -1, EphB4 antag 1, Plk1 PBD FP 25 and PLK1 inh -14.
For COc1ccccc1C(=O)NNC1=C(C(=O)C(F)(F)F)CCC1 the results were LYP inh 2 -15, PTK2B oligo ant -0.92, LYP act 19, FAK blocker -1, HIV Rev-RRE inh 5, cytoskel mod -27, EphB4 antag 6, Plk1 PBD FP -18 and PLK1 inh -15.
For CCOC(=O)CCCNC(=O)COC(=O)c1ccc(O)cc1 the results were LYP inh 2 4, PTK2B oligo ant 0.64, LYP act -4, FAK blocker 0, HIV Rev-RRE inh 6, cytoskel mod -15, EphB4 antag -2, Plk1 PBD FP -40 and PLK1 inh -9.
For Cc1ccc(NC(=O)C2C(=O)N(CCO)C3(C)CC2c2ccccc2O3)cc1 (stereo not given) the results were LYP inh 2 -6, PTK2B oligo ant -0.65, LYP act 10, FAK blocker 0, HIV Rev-RRE inh -3, cytoskel mod -5, EphB4 antag -6, Plk1 PBD FP -8 and PLK1 inh -4.
For CCOc1ccc(C2c3c(oc4cc(C)c(C)cc4c3=O)C(=O)N2CCCN(C)C)cc1OC (stereo not given) the results were LYP inh 2 -31, LYP act 27, FAK blocker 2, HIV Rev-RRE inh -2, cytoskel mod 0, EphB4 antag 4, Plk1 PBD FP -28 and PLK1 inh -3.
For Cn1c(SCc2nc3ccccc3[nH]2)nnc1-c1ccccn1 the results were LYP inh 2 4, PTK2B oligo ant 0.78, LYP act -6, FAK blocker 1, HIV Rev-RRE inh 3, cytoskel mod -4, EphB4 antag -9, Plk1 PBD FP -14 and PLK1 inh -2.
Cn1c(=O)oc2cc(S(=O)(=O)N3CCC(C(=O)NCc4cccs4)CC3)ccc21 was read as LYP inh 2 -2, LYP act 1, FAK blocker 0, HIV Rev-RRE inh 5, cytoskel mod 3, EphB4 antag 3, Plk1 PBD FP 15 and PLK1 inh -8.
Screening COC(=O)[C@@H](NC(=O)NC1CCN(Cc2ccccc2)CC1)C(C)C returned LYP inh 2 -5, PTK2B oligo ant 0.02, LYP act 3, FAK blocker 0, HIV Rev-RRE inh 9, cytoskel mod 1, EphB4 antag 5, Plk1 PBD FP -11 and PLK1 inh 1.
COc1ccccc1C1C=C(c2ccc(Cl)cc2)Nc2nc(NS(C)(=O)=O)nn21 (stereo not given) was read as LYP inh 2 1, LYP act 2, FAK blocker 0, HIV Rev-RRE inh 21, cytoskel mod 3, EphB4 antag 4, Plk1 PBD FP -10 and PLK1 inh -18.
C=CCn1nnc2sc3c(c2c1=O)CCC(C)C3 (stereo not given) was read as LYP inh 2 1, PTK2B oligo ant 1.4, LYP act 0, FAK blocker 0, HIV Rev-RRE inh 3, cytoskel mod -14, EphB4 antag 4, Plk1 PBD FP -11 and PLK1 inh -30.
`COc1ccc(C(=O)c2cc3ccc(O)cc3oc2=O)cc1` gave LYP inh 2 -12, PTK2B oligo ant -1.1, LYP act 11, FAK blocker 0, HIV Rev-RRE inh 3, cytoskel mod -2, EphB4 antag 0, Plk1 PBD FP 29 and PLK1 inh 4.
`Cn1c(Cn2cnc3ccccc32)nnc1SCC(=O)CC(=O)Nc1ccccc1` gave LYP inh 2 -7, PTK2B oligo ant 0.84, LYP act 6, FAK blocker -5, HIV Rev-RRE inh -2, cytoskel mod -16, EphB4 antag 2, Plk1 PBD FP 9 and PLK1 inh -5.
CCNC(=S)NNC(=O)c1cc(CC(C)C)nc2ccccc12 was read as LYP inh 2 -13, PTK2B oligo ant 0.61, LYP act 16, FAK blocker 0, HIV Rev-RRE inh -6, cytoskel mod -19, EphB4 antag -4, Plk1 PBD FP -19 and PLK1 inh -8.
`Cc1cc(NC(=O)CCNS(=O)(=O)c2cc(Br)cnc2N)ccc1Br` gave LYP inh 2 9, PTK2B oligo ant -0.18, LYP act -8, FAK blocker 2, HIV Rev-RRE inh 18, EphB4 antag 1, Plk1 PBD FP -24 and PLK1 inh 2.
Clc1ccc(-c2cc(COc3ccccc3)no2)cc1Cl was read as LYP inh 2 9, PTK2B oligo ant 1.9, LYP act -7, FAK blocker -3, HIV Rev-RRE inh 18, cytoskel mod 11, EphB4 antag 8, Plk1 PBD FP -15 and PLK1 inh -6.
Cc1cc2c(c(=O)n1CCN(C)C)C(c1ccncc1)C(C#N)=C(N)O2 (stereo not given) was read as LYP inh 2 5, PTK2B oligo ant 1.1, LYP act -5, FAK blocker -1, HIV Rev-RRE inh 1, cytoskel mod 7, EphB4 antag 3, Plk1 PBD FP 4 and PLK1 inh -14.
For CCOC(=O)c1ccc(NC(=O)CN2CCN(c3ccccc3)CC2)cc1 the results were LYP inh 2 5, PTK2B oligo ant -0.08, LYP act -6, FAK blocker 0, HIV Rev-RRE inh 11, EphB4 antag 4, Plk1 PBD FP 0 and PLK1 inh -5.
For O=C(CNC(=O)c1ccccn1)N/N=C/c1ccccc1 the results were LYP inh 2 11, PTK2B oligo ant 0.75, LYP act -6, FAK blocker -1, HIV Rev-RRE inh 7, cytoskel mod 32, EphB4 antag 0, Plk1 PBD FP -28 and PLK1 inh 1.
COC(=O)[C@@H](NC(=O)NC(C)CCc1ccccc1)C(C)C (stereo not given in full) was read as LYP inh 2 -4, PTK2B oligo ant 2.4, LYP act 3, FAK blocker -2, HIV Rev-RRE inh 0, cytoskel mod 17, EphB4 antag -4, Plk1 PBD FP 7 and PLK1 inh -8.
Screening Cc1ccc(-c2ccc(/C=N/NC(=S)Nc3ccccc3)o2)cc1[N+](=O)[O-] returned LYP inh 2 1, PTK2B oligo ant -0.24, LYP act 3, FAK blocker -3, HIV Rev-RRE inh 2, cytoskel mod 5, EphB4 antag 7, Plk1 PBD FP -2 and PLK1 inh -23.
For CCCCCOC(=O)Cc1c(O)c2ccccc2[nH]c1=O the results were LYP inh 2 -10, PTK2B oligo ant 1.2, LYP act 7, FAK blocker -6, HIV Rev-RRE inh 6, cytoskel mod -9, EphB4 antag -5, Plk1 PBD FP -4 and PLK1 inh -8.
`O=C(Nc1ccc(Cl)cc1)c1cc(S(=O)(=O)N2CCOCC2)cs1` gave LYP inh 2 -2, PTK2B oligo ant -0.75, LYP act 3, FAK blocker 1, HIV Rev-RRE inh 10, EphB4 antag 10, Plk1 PBD FP -9 and PLK1 inh -8.
Screening O=C(CSc1nnc(CNc2ccc(F)cc2)n1Cc1ccccc1)N1CCOCC1 returned LYP inh 2 -7, PTK2B oligo ant -0.01, LYP act 7, FAK blocker -2, HIV Rev-RRE inh -2, EphB4 antag -4, Plk1 PBD FP 18 and PLK1 inh 2.
Screening COCCOC(=O)c1[nH]c2c(c1C)C(=O)C(C(=O)OC)C(C)C2 (stereo not given) returned LYP inh 2 3, LYP act -6, FAK blocker -11, HIV Rev-RRE inh 8, cytoskel mod 12, EphB4 antag 2, Plk1 PBD FP -5 and PLK1 inh -11.
Screening CCc1cccc(N=c2c([N+](=O)[O-])nn(-c3ccc(Cl)cc3)n2O)c1 returned LYP inh 2 -9, PTK2B oligo ant -0.24, LYP act 8, FAK blocker 4, HIV Rev-RRE inh -3, cytoskel mod -14, EphB4 antag 3, Plk1 PBD FP 24 and PLK1 inh -8.
Screening CN(C1CCCCC1)S(=O)(=O)c1ccc(NC(=S)NC(=O)c2cccs2)cc1 returned LYP inh 2 3, PTK2B oligo ant -1.3, LYP act 1, FAK blocker 2, HIV Rev-RRE inh 1, cytoskel mod -20, EphB4 antag 1, Plk1 PBD FP -30 and PLK1 inh -16.
O=C1CN(C(=O)OCc2ccccc2)c2ccccc2N1 was read as LYP inh 2 -6, PTK2B oligo ant -2.6, LYP act 7, FAK blocker -2, HIV Rev-RRE inh -3, cytoskel mod -29, EphB4 antag -2, Plk1 PBD FP 27 and PLK1 inh -10.
Screening CCCOC(=O)Nc1ccc(N2CCCCC2)cc1 returned LYP inh 2 2, PTK2B oligo ant -0.31, LYP act 2, FAK blocker -3, HIV Rev-RRE inh 6, cytoskel mod -16, EphB4 antag 0, Plk1 PBD FP 4 and PLK1 inh 8.
`O=C(Cc1coc2ccc3ccccc3c12)NCc1ccccc1` gave LYP inh 2 -4, PTK2B oligo ant -0.63, LYP act 4, FAK blocker 1, HIV Rev-RRE inh 8, cytoskel mod -16, EphB4 antag -6, Plk1 PBD FP 17 and PLK1 inh 1.
Screening COCCNS(=O)(=O)c1ccc2c(c1)n(C)c(=O)n2C returned LYP inh 2 2, PTK2B oligo ant 0.99, LYP act 0, FAK blocker -1, HIV Rev-RRE inh -1, cytoskel mod 7, EphB4 antag -3, Plk1 PBD FP 14 and PLK1 inh 1.

Screening results deposited in PubChem by several laboratories.
